Source: PubChem BioAssay
NLRP3 yeast inh: NALP3 inhibition in yeast | Yeast reconstituted NLRP3/ASC/caspase-1, beta-gal luminescence, 24 h | inhibition, % at 10 µM | 330,000 tested, 0.39% active | AID 2825;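 active = inhibition of 50% or more; inactive = inhibition below 50%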;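 also: plate controls were induced DMSO wells for no effect and uninduced yeast grown without galactose for full effect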
PfG6PD inh: PfG6PD (Plasmodium falciparum) enzyme inhibition | PfGluPho enzyme, NADPH resazurin-diaphorase fluorescence | inhibition, % at 20 µM | 350,000 tested, 0.78% active | AID 504690;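 active = inhibition reaching at least a set limit at 20 µM in the primary screen, cut at about 59% in these data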;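 also: 0% = DMSO wells with substrate and 100% = DMSO wells lacking glucose-6-phosphate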
SENP6 inh: SENP6 protease inhibition; Recombinant SENP6 catalytic domain, aminoluciferin luminescence; inhibition, % at 10 µM; 330,000 tested, 1.8% active; AID 2599;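 active = inhibition above about 50% at the single tested dose, limit read from the data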;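 also: plate controls were DMSO wells with enzyme for no effect and DMSO wells lacking enzyme for full effect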
Target sequence (Q9GZR1 628-1112 limits assumed): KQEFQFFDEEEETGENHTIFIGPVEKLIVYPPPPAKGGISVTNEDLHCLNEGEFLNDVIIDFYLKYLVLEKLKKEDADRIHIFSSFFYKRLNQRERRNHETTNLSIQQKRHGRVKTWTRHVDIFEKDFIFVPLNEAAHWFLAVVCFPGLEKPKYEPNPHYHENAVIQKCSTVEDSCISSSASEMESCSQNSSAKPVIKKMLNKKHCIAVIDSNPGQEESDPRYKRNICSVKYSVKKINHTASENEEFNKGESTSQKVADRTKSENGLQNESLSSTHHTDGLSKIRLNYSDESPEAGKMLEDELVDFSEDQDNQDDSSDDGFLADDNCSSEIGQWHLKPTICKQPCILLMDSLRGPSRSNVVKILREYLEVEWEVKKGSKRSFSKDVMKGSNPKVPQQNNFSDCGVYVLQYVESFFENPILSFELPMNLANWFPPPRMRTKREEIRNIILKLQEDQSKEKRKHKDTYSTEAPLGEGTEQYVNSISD
SENP8 block-1: inhibitors of human SENP8 protease | Q96LD8 | purified SENP8, Z-RLRGG-aminoluciferin cleavage, luminescence | inhibition, % at 10 µM | 330,000 tested, 1.2% active | AID 2540; in the data active = inhibition above about 50%
Target sequence (Q96LD8 whole entry, looked up): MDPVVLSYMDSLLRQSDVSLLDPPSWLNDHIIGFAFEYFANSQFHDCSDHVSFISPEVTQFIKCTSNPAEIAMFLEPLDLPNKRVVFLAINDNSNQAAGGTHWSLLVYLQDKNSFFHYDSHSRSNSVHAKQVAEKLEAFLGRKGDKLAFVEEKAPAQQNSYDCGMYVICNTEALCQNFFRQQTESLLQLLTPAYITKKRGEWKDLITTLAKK
SENP1 FRET inh: inhibitors of human SENP1 SUMO protease catalytic domain. inhibition, % at 10 µM. 360,000 tested, 0.21% active. Q9P0U3. recombinant SENP1 catalytic domain, CyPet-SUMO1-YPet FRET cleavage. AID 624204;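 active = inhibition at least 30% at 10 µM, raw YFP signal under a set limit, fluorescence ratio 0.5 to 1.5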;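 also: 0% = enzyme with DMSO and 100% = no enzyme wells; some results filed as inactive read as strong as hits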
Target sequence (Q9P0U3 419-644 limits assumed): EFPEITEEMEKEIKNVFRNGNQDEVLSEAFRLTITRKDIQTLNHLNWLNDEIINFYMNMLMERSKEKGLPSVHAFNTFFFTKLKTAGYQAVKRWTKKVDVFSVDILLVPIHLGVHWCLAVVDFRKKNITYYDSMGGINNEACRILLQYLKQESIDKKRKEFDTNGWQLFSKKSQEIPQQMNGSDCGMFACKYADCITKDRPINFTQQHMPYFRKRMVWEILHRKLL
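Assay system: hSENP1 catalytic domain, recombinant. Amount: SENP1 enzyme, 20 pM final. Schedule: 50 min reaction, RT, dark. Technique: FRET, CFP and YFP emission. Control set: no-enzyme wells low, DMSO-plus-enzyme wells high control.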
Apaf1 inhib: blocks human Apaf-1 apoptosome activity. O14727. reconstituted apoptosome caspase-3 activity, DEVD-Rh110 fluorescence. inhibition, % at 20 µM. 330,000 tested, 0.71% active; active = inhibition of at least 40% at 20 µM;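 also: plate controls were DMSO wells for no effect and DEVD-CHO caspase inhibitor wells for full effect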
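detection = Rh110 fluorescence intensity | test system = biochemical Apaf-1 apoptosome reconstitution | also added = cytochrome c and DEVD-Rh110 substrate | schedule = 30 min plus 50 min, RT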
SENP7 inh: SENP7 protease inhibition; Q9BQF6; recombinant SENP7, Z-RLRGG-aminoluciferin luminescence, 40 min; inhibition, % at 5 µM; 330,000 tested, 1.5% active;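 active = inhibition above about 50% at the single test dose, limit read from the data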;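 also: plate controls were DMSO with enzyme for no effect and no enzyme buffer wells for full effect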
HKDC1 inhibitor: inhibitors of human hexokinase HKDC1; AID 493160; Q2TB90; 340,000 tested, 0.16% active; recombinant HKDC1, G6PDH/diaphorase resazurin coupled fluorescence; inhibition, % at 20 µM;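 active = inhibition above about 35% when tested at 20 µM, limit read from the data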;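 also: plate controls were DMSO wells with enzyme for no effect and DMSO wells lacking enzyme for full effect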
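System: Recombinant HKDC1 hexokinase | Amount: HKDC1 at 5 µg/mL | Reagent: Glucose with 1 mM ATP | Doses: Single 20 µM dose | Incubation: Reaction time 90 min, room temperature, protected from light | Signal: Coupled resazurin fluorescence, excitation 525 nm, emission 613 nm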
SENP8 block-2: SENP8 (human) protease inhibition. recombinant SENP8, Nedd8 substrate fluorescence. inhibition, % at 20 µM. 360,000 tested, 0.64% active. AID 602440; in the data active = inhibition mostly above about 40%, no sharp cut-off; inactive = mostly below about 27%
Starred values were filed as active, the others as inactive; . = not tested or not shown.

SMILES | NLRP3 yeast inh | PfG6PD inh | SENP6 inh | SENP8 block-1 | SENP1 FRET inh | Apaf1 inhib | SENP7 inh | HKDC1 inhibitor | SENP8 block-2
CCCCNc1nc(NC)nc(Cl)c1SC | 9 | 0 | -12 | -3 | 2 | 7 | 11 | -5 | 6
C/C(=N\NC(=O)c1cccnc1)c1ccc(C)c([N+](=O)[O-])c1 | 16 | 14 | -20 | 3 | 1 | -4 | 1 | -10 | 6
CCCC[C@H](CN(N=O)[C@@H](Cc1ccccc1)CN(C)N=O)N(CCc1ccccc1)N=O | 1 | 23 | -11 | -11 | 0 | 19 | 6 | 2 | 15
O=C(CNC(=O)C(c1ccccc1)c1ccccc1)OCC(=O)c1cccs1 | 16 | -9 | 9 | -11 | 1 | -9 | -4 | -1 | 13
COc1ccc(NC(=O)c2cnn(-c3ccccc3)c2C)cc1 | 23 | 37 | 90* | 80* | 0 | -18 | 90* | -3 | 10
CCOc1ccccc1NC(=O)CCN1CCN(S(=O)(=O)c2ccc(OC)cc2)CC1 | 11 | -6 | -12 | 4 | 0 | 4 | 4 | -4 | 16
COc1ccccc1NC(=O)CSc1nnc(CNC(=O)c2ccco2)n1C | 7 | -2 | -7 | 5 | 2 | -2 | 3 | -5 | 3
COn1cnnc1-c1ccccc1 | 14 | -3 | 2 | -9 | 4 | -8 | 11 | -3 | 28
O=C(O)C1CCN(C(=O)c2scc3c2OCCO3)CC1 | 12 | -13 | 2 | 3 | 3 | 2 | 5 | -5 | -16
Cc1ccc(NS(=O)(=O)c2cc(C(=O)OCC(=O)NCC3CCCO3)ccc2C)cc1 (stereo not drawn) | 6 | 9 | 1 | 1 | 2 | -26 | -6 | 1 | -36
Cc1cccc(-n2nnnc2SCC(=O)NCC2(N3CCOCC3)CCCCC2)c1C | 4 | 5 | 0 | 4 | 3 | 5 | 5 | -6 | 16
COc1ccc(CCNC(=O)c2c(O)c3cccc4c3n(c2=O)CC4)cc1 | -5 | -9 | 15 | 1 | 3 | 18 | 7 | 3 | -63
Cc1nc(C)c(C(=O)N(c2ccc(C)c(C)c2)C(C(=O)NCc2ccco2)c2ccccc2)s1 (stereo not drawn) | 19 | 6 | -6 | -5 | -1 | 8 | 11 | 3 | -35
O=C(CCNC(=O)c1ccc([N+](=O)[O-])cc1)NCc1cccs1 | 12 | -2 | 11 | 1 | 1 | 0 | 6 | 11 | 15
CCOc1ccccc1Nc1nc(-c2sc(NC(=O)c3ccc([N+](=O)[O-])cc3)nc2C)cs1 | 25 | . | 2 | 1 | . | 1 | -2 | . | .
CC1=Nc2cccc3cccc(c23)N1C | -1 | 16 | -3 | -6 | -45 | 4 | -1 | 1 | 44*
COc1ccc(C(=O)CC(=O)C(=O)NCCc2cccc(C)c2)cc1 | 13 | -26 | -9 | -6 | -5 | 14 | -7 | -17 | -38
CCOC(=O)C1CCN(Cc2cc(=O)oc3cc(C)c(Cl)cc23)CC1 | 31 | 2 | -12 | -7 | -6 | 18 | -23 | -1 | 5
CCN(CC)CCN(C(=O)CCS(=O)(=O)c1ccccc1)c1nc2c(C)cc(C)cc2s1 | 44 | 5 | -4 | -5 | 0 | 4 | -6 | -5 | 13
O=C(Nc1cccc([N+](=O)[O-])c1)c1ccc2c(c1)OCCO2 | 31 | 42 | 72* | 63* | 1 | -1 | 75* | -3 | 8
CC[n+]1c(P(=O)([O-])c2ccccc2)[nH]c2ccccc21 | 2 | -4 | 6 | 4 | 4 | 4 | -1 | -4 | 24
CSCC[C@@H](C(=O)NCc1cccs1)N1Cc2ccccc2C1=O | 2 | 0 | 13 | -8 | 2 | 1 | -6 | -3 | 6
COCC(=O)Nc1ccc(N2CCOCC2)c(S(=O)(=O)Nc2ccc(OC)cc2)c1 | 7 | 7 | -15 | 6 | 1 | -10 | 0 | -4 | 8
Cc1ccccc1CN(C)CC(=O)Nc1c(C)cccc1C(C)C | 30 | -15 | 1 | -3 | 1 | 16 | 13 | 4 | 8

Grouped by structure: the entries above with two or more sulfur atoms (three)
SMILES | NLRP3 yeast inh | PfG6PD inh | SENP6 inh | SENP8 block-1 | SENP1 FRET inh | Apaf1 inhib | SENP7 inh | HKDC1 inhibitor | SENP8 block-2
CCOc1ccccc1Nc1nc(-c2sc(NC(=O)c3ccc([N+](=O)[O-])cc3)nc2C)cs1 | 25 | . | 2 | 1 | . | 1 | -2 | . | .
CCN(CC)CCN(C(=O)CCS(=O)(=O)c1ccccc1)c1nc2c(C)cc(C)cc2s1 | 44 | 5 | -4 | -5 | 0 | 4 | -6 | -5 | 13
CSCC[C@@H](C(=O)NCc1cccs1)N1Cc2ccccc2C1=O | 2 | 0 | 13 | -8 | 2 | 1 | -6 | -3 | 6

Further records follow.
SMILES | NLRP3 yeast inh | PfG6PD inh | SENP6 inh | SENP8 block-1 | SENP1 FRET inh | Apaf1 inhib | SENP7 inh | HKDC1 inhibitor | SENP8 block-2
CC(C)CC(NC(=O)CC12CC3CC(CC(C3)C1)C2)C(=O)NC1=NCCS1 (stereo not drawn) | 24 | 4 | -13 | -4 | 1 | 12 | -2 | -12 | 7
COc1ccc(C(=O)NCC(=O)N/N=C(C)\C=C\c2ccccc2)cc1OC | 14 | 0 | -14 | -8 | 3 | -1 | -8 | 7 | -4
Cc1ccc(C(=O)NCCCNC(=O)Cc2ccc(Cl)cc2)cn1 | -2 | -2 | 2 | 16 | 1 | -5 | 10 | -2 | 14
Cc1[nH]c2ccccc2c1NC(=O)CN1CCN(c2cccc(C(F)(F)F)c2)CC1 | 10 | 4 | -6 | -12 | 24 | 29 | -3 | 7 | 0
CCCCN(CCCC)CCCNC(=O)C1CC(c2ccc(C(F)(F)F)cc2)=NO1 (stereo not drawn) | 17 | 1 | -10 | 2 | 1 | -2 | 4 | -5 | 11
COc1ccc(OC(=O)c2cc(S(=O)(=O)N3CCCC3)ccc2Cl)cc1 | 27 | -12 | -8 | 1 | 2 | -2 | 7 | -4 | 14
N#C/C(=C\c1ccc(N2CCCC2)c([N+](=O)[O-])c1)c1nc2ccccc2[nH]1 | 16 | 8 | -7 | 4 | -51 | 24 | 14 | 4 | -17
O=C(c1ccccc1)N1CCC(O)(c2cccnc2)CC1 | 10 | 0 | -4 | 4 | 2 | 12 | -3 | -6 | 26
CC(C)NC(=O)CSc1c2c(nc3ccccc13)CCCC2 | 16 | -7 | 1 | -2 | -5 | -8 | 1 | 0 | 4
COc1ccc(S(=O)(=O)N2CCCCC2)cc1NC(=O)Cc1cccs1 | 19 | -14 | -2 | -2 | -1 | -1 | 7 | 1 | -1
CCOC(=O)C(NC(=O)c1ccc(Cl)cc1Cl)(Nc1ccc(C)cc1)C(F)(F)F (stereo not drawn) | 1 | 2 | -1 | 6 | 4 | 6 | -1 | 1 | 21
CCNC(=S)NNc1nc(N2CCCCC2)nc(N2CCOCC2)n1 | 6 | 7 | 9 | 1 | 4 | 10 | 11 | 8 | 7
O=C(Nc1ccc(F)cc1F)C1CCN(S(=O)(=O)c2cccnc2)CC1 | 12 | -11 | -1 | -9 | -1 | -8 | 11 | -2 | 21
COC(=O)C(NC(C)=O)(Nc1ccc(Br)cc1)C(=O)OC | -1 | -1 | -40 | 10 | 2 | -3 | 0 | -11 | 12
COc1cc(CNC2CCCC2)cc(Br)c1OCC(=O)Nc1ccccc1C | 15 | -9 | -3 | -8 | 2 | 13 | -10 | -7 | 23
CNC(=O)c1ccsc1NC(=O)c1ccc(Cl)s1 | 13 | 20 | -15 | -9 | -11 | 15 | -1 | 0 | -102
O=C(CNC(=O)c1cccc(F)c1)NC1CC1 | 18 | -7 | -6 | 6 | 0 | 3 | 5 | -2 | 4
COC(=O)c1c(C)oc(C)c1S(=O)(=O)N1CCOCC1 | 1 | -2 | -3 | 1 | 2 | -27 | 1 | 1 | 6
CCOC(=O)C1C(=O)C(C(C)=O)C(=O)CC1CC(C)SCC (stereo not drawn) | 10 | -25 | -28 | -10 | 2 | 4 | -1 | 9 | 13
CC1CCC(C(C)C)C(=O)/C1=C\c1ccc(NC(=O)CCC(=O)O)cc1 (stereo not drawn) | -14 | -24 | -1 | -5 | 1 | -9 | -5 | -8 | 10
Cn1c(SCC(=O)NC2CC2)nnc1-c1cccc(NC(=O)c2ccccc2F)c1 | 7 | 4 | -10 | 4 | -3 | 2 | -2 | -4 | 20
CCS(=O)(=O)c1ccc(O)c(NC(=O)c2cc(-c3ccccn3)nc3ccccc23)c1 | -5 | -1 | 7 | -1 | -1 | -10 | 4 | 3 | 8
COc1ccc(C(=O)NCC(=O)N2CCNC(=O)C2)cc1OC | -4 | 2 | 14 | -7 | 2 | 2 | -5 | -3 | 5
Cc1ccc(C(=O)n2ncn(C)c2=S)cc1 | . | 21 | . | . | 3 | . | . | 0 | 7
Cc1cc(C)n(C(=O)CNC(=O)c2ccc3c(c2)OCCO3)n1 | 9 | 9 | -3 | -11 | -3 | -5 | -2 | 3 | 15
Cc1ccc(NC(=O)Nc2cccn(Cc3c(F)cccc3Cl)c2=O)cc1 | 3 | 11 | 34 | -5 | -2 | 13 | 17 | 3 | -213
COCCc1nc2ccc(C(=O)N(C)Cc3cccc(-n4nc(C)cc4C)c3)cc2o1 | 37 | 7 | 10 | 3 | 0 | -9 | -2 | -8 | 10
CC(C)(C)c1ccc2c(c1)OC(C(=O)N/N=C\c1ccccn1)CO2 (stereo not drawn) | 16 | -14 | 7 | 0 | -1 | 6 | -3 | -7 | 13
N/C(=N\NC(=O)c1ccccc1)c1cc2ccccc2oc1=O | 28 | -14 | -8 | -5 | -1 | 11 | 5 | -6 | -29
COc1ccc(C(CNC(=O)CNC(=O)c2cccc(C)c2)N2CCOCC2)cc1 (stereo not drawn) | 2 | -4 | -8 | -1 | 0 | -10 | 2 | -4 | 5
O=C(Nc1cccc([N+](=O)[O-])c1)c1[nH]ncc1Cl | 4 | 0 | 81* | 74* | 4 | 4 | 81* | 7 | 14
CC1(C)C(=O)Nc2ccccc2N1C(=O)COc1ncnc2c(Cl)cc(Cl)cc12 | -5 | -13 | -5 | -6 | 2 | -3 | -7 | -29 | 11
CCCNC(=O)COc1cccc(C(=O)NCc2ccccc2)c1 | -5 | 16 | -6 | -1 | 3 | -6 | 4 | -7 | 7
O=C(c1ccco1)N1N=C(c2ccc3nccnc3c2)CC1c1ccccc1 (stereo not drawn) | 24 | 29 | -8 | -4 | -3 | 16 | 2 | -2 | -7
CCOC(=O)c1c(-c2ccccc2)csc1NC(=O)CCN1C(=O)c2ccccc2C1=O | 27 | -11 | 8 | -2 | 0 | 9 | -2 | 4 | 17
Cc1nn(Cc2ccccc2Cl)c(C)c1NC(=O)C1C2CCC(O2)C1C(=O)O (stereo not drawn) | . | -22 | . | . | 0 | . | . | -3 | 19
Cc1ccc(Nc2ncc3c(n2)CC(C)(C)CC3=O)cc1 | 32 | -13 | -30 | -12 | 2 | 11 | -6 | -7 | -429
